# Screens deposited in PubChem BioAssay by Sanford-Burnham Center for Chemical Genomics.
# TIM10 inh = growth inhibitors of TIM10 yeast strain; AID 463195; S. cerevisiae TIM10 strain growth, BacTiter-Glo luminescence, 24 h; 330,000 compounds, 1.4% hits; inhibition, % at 10 µM;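 active = inhibition of 40% or more at the single tested concentration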;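 note: wild-type TIM10 isogenic control strain grown at permissive 25 °C; 0% = DMSO yeast wells and 100% = minimal medium wells without yeast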
# GRIN3A LBD mod = modulates the human NR3A ligand-binding domain. NR3A LBD differential scanning fluorimetry, Tm shift; 0% = protein alone, 100% = glycine-bound protein. Tm shift relative to glycine control, % at 25 µM. 340,000 compounds, 2.5% hits. AID 1259313;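 active = melting temperature shift of at least 10% of the positive control shift, at one fixed dose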
# APJ antagonist = APJ receptor antagonism. CHO-K1 APJ beta-arrestin complementation, luminescence. inhibition, % at 20 µM. 330,000 compounds, 0.32% hits;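 active = inhibition above about 40% at 20 µM, limit read from the data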;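 note: cells challenged with 10 nM apelin-13 agonist together with compound; plate controls were apelin-13 plus DMSO wells for no effect and DMSO wells lacking apelin-13 for full effect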
# Target sequence (P35414 whole entry, looked up): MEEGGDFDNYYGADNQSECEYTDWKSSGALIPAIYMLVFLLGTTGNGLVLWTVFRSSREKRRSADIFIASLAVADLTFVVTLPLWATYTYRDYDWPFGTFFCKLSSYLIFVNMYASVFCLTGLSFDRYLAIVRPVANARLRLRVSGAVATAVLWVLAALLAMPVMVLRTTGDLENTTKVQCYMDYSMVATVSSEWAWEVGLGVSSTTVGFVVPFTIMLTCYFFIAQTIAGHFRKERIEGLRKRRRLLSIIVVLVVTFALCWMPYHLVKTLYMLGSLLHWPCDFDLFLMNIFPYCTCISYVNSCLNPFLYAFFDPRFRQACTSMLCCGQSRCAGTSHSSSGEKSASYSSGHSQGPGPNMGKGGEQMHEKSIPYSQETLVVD
# MIN6 prolif = inducers of beta-cell replication in MIN6 cells | MIN6 cells proliferation, ATPlite luminescence, 48 h; cells starved in 0.2% serum; 100% = growth in 10% serum | 330,000 compounds, 0.29% hits | proliferation, % at 10 µM;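 active = compounds whose signal lies at least 3.5 SD above the mean of all wells on their plate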;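 note: 0% = DMSO-treated cells in low-serum medium and 100% = 10% serum control; some compounds called inactive have numbers as strong as hits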
# MPTP inh = blocks calcium-induced mitochondrial swelling. isolated mouse mitochondria, Ca2+ swelling absorbance, 30 min. inhibition, % at 10 µM. 360,000 compounds, 1.4% hits. AID 602449;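 active = inhibition of 50% or more, scaled per plate between neutral and stimulator controls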;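 note: 0% = DMSO wells given calcium and 100% = 1 mM EGTA wells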
# tim23-1 inh = tim23-1 yeast growth inhibition. S. cerevisiae tim23-1 growth, BacTiter-Glo luminescence, 24 h. inhibition, % at 20 µM. 330,000 compounds, 1.3% hits. AID 463212;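 active = growth inhibition of the mutant yeast at or above 50%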;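 note: temperature-sensitive mutant grown at 25 °C; plate controls were DMSO-treated mutant yeast for no effect and medium wells lacking yeast for full effect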
# tim10-1 inh = growth inhibitors of tim10-1 mutant yeast; S. cerevisiae tim10-1 ts strain growth, BacTiter-Glo, 24 h; inhibition, % at 20 µM; 330,000 compounds, 2.2% hits; AID 463190;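 active = inhibition of at least 40%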;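 note: mutant grown at 25 °C; 0% = DMSO wells with yeast and 100% = wells holding no yeast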
# APJ ag = APJ receptor agonism | P35414 | CHO-K1 APJ PathHunter beta-arrestin, luminescence; 0% DMSO wells, 100% apelin | activation, % at 20 µM | 330,000 compounds, 0.11% hits | AID 2520;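 active = activation more than six SD over the plate average, tested at 20 µM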;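 note: 0% = DMSO alone and 100% = apelin-13 at 10 nM; some results filed as inactive read as strong as hits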
#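 Material: engineered CHO-K1 APJ arrestin reporter cells; amount: 1000 CHO-K1 reporter cells seeded per well; incubation: compound stimulation 90 min at 25 °C, detection 60 min; signal: luminescent beta-gal fragment complementation, chemiluminescent substrate; read-out basis: APJ agonist activity; controls: DMSO-only wells as negative, 10 nM Apelin-13 as positive control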
# NLRP3 yeast inh = NALP3 inhibition in yeast | 330,000 compounds, 0.39% hits | Yeast reconstituted NLRP3/ASC/caspase-1, beta-gal luminescence, 24 h | inhibition, % at 10 µM;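 active = inhibition of 50% or more; inactive = inhibition below 50%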;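 note: plate controls were induced DMSO wells for no effect and uninduced yeast grown without galactose for full effect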
# Active calls of the source: *.
# Labels used below – A = TIM10 inh; B = GRIN3A LBD mod; C = APJ antagonist; D = MIN6 prolif; E = MPTP inh; F = tim23-1 inh; G = tim10-1 inh; H = APJ ag; I = NLRP3 yeast inh
COc1ccc(C2C3=C(CC(C)(C)CC3=O)Nc3c2c(=O)[nH]c2nc(C)nn32)cc1 (stereo unspecified)
  A: -11	B: -2	C: 2	D: -3	E: 2.2	F: 14	G: 17	H: -2	I: 0

Cn1c(=N)c(S(=O)(=O)c2ccccc2)cc2c(=O)n3ccccc3nc21
  A: 1	B: 5	C: 18	D: 0	E: -0.4	F: 12	G: -1	H: -1	I: 2

CC(Sc1nnc2ccccn12)C(=O)Nc1ccc2c(c1)OCO2 (stereo unspecified)
  A: 2	B: 0	C: 0	D: 1	E: 1.4	F: -4	G: -8	H: 0	I: 8

COc1cc(CC(=O)OCC(=O)NCc2ccco2)cc(OC)c1OC
  A: -10	B: 1	C: 6	D: -3	E: -2.8	F: -8	G: -10	H: -3	I: 8

O=[N+]([O-])c1ccc(N2CCCCC2)cn1
  A: 9	B: 2	C: -2	D: -1	E: -1.4	F: -14	G: 2	H: -2	I: 10

COCCn1c(C)cc(/C=C2/SC(=O)N(CC(=O)N3CCCC3)C2=O)c1C
  A: 18	B: 0	C: 1	D: -3	E: -1.0	F: 13	G: 13	H: 2	I: 1

CC1CCN(c2nc(-c3ccco3)c3c(c2C#N)CC(C)(C)OC3)CC1
  A: 15	B: 0	C: -76	D: -6	E: -1.9	F: 29	G: 26	H: -1	I: -3

COc1cc(C(=O)Nc2cc(OC)c(OC)c(OC)c2)ccc1OCc1c(C)noc1C
  A: 10	B: 0	C: -5	D: -2	E: -1.4	F: -3	G: 2	H: -1	I: 1

Cc1cnn(CCC(=O)NNC(=S)Nc2ccc(F)cc2)c1
  A: 3	B: 3	C: 10	D: 1	E: -3.3	F: 19	G: -7	H: -7	I: 13

COc1ccccc1NC(=S)N(CCCN1CCOCC1)Cc1ccccn1
  A: -5	B: 9	C: -23	D: 0	E: 0.4	F: 12	G: 6	H: -1	I: 17

N#Cc1cccc(NC(=O)CCn2ccnc2)c1
  A: 0	B: 0	C: 2	D: -1	E: 0.6	F: 7	G: -4	H: -1	I: -16

CCc1nnc(NC(=O)CSc2nnc(-c3ccco3)n2C)s1
  A: 1	B: 1	C: -8	D: -2	E: -0.5	F: 20	G: 2	H: 3	I: -6

NC(=O)C1CCN(C(=O)COc2ccc3ccc(=O)oc3c2)CC1
  A: 2	B: -4	C: 15	D: 5	E: 0.1	F: -5	G: -15	H: -3	I: 7

CSCCC(NC(=O)c1ccc(Cl)cc1Cl)C(=O)OC1CCCCC1=O (stereo unspecified)
  A: 10	B: -2	C: 8	D: -3	E: -0.2	F: 33	G: 32	H: -6	I: 2

Cn1ccc(=Nc2ccc(NC(=O)c3ccc(N=c4ccn(C)c5ccc([N+](=O)[O-])cc45)cc3)cc2)cc1
  A: -103	B: 3	C: 20	D: -4	E: 0.1	F: -109	G: -174	H: 0	I: 44

CCCC(NC(=O)COc1cc2c(c3oc(=O)cc(C)c13)CCC(C)(C)O2)C(=O)O (stereo unspecified)
  A: 4	B: 1	C: 8	D: 0	E: 0.4	F: 16	G: 7	H: 1	I: 7

CC(Sc1ncnc2ccccc12)C(=O)Nc1ccc2c(c1)OCO2 (stereo unspecified)
  A: -28	B: -1	C: -5	D: 0	E: 0.9	F: -27	G: 16	H: -1	I: 25

COCC(=O)NC1CCN(C(=O)Nc2ccc(Br)cc2)CC1
  A: -10	B: -2	C: -1	D: -3	E: -2.2	F: -7	G: 5	H: -4	I: -10

CC(C)n1ncc(C(N)=O)c1N
  A: -11	B: 1	C: 5	D: 1	E: -0.4	F: -3	G: 8	H: 0	I: 27

CC(=O)N1CCN(C(=O)c2cc3ccccc3o2)CC1
  A: -11	B: 0	C: -4	D: 0	E: 0.1	F: 1	G: -19	H: 0	I: -1

CCN(CCN(C)C)C(=O)c1ccc2c(c1NCCO)C(=O)c1ccccc1C2=O
  A: 14	B: -2	C: -19	D: -3	E: 8.1	F: 9	G: 12	H: 2	I: 16

O=C(C1CC(c2ccc(F)cc2)=NO1)N1CCc2ccccc2C1 (stereo unspecified)
  A: 3	B: 1	C: -11	D: 0	E: -1.1	F: 10	G: 18	H: -2	I: 25

CCCNc1nc(Cl)nc(NCc2cccnc2)n1
  A: -22	B: 0	C: 1	D: -2	E: 1.7	F: -5	G: -1	H: 4	I: 19

CSc1ccc(NC(=O)NCCCN2CCC(Cc3ccccc3)CC2)cc1
  A: -1	B: -1	C: 20	D: -7	E: 1.5	F: -16	G: -5	H: -4	I: 9

Cc1ccc2c(c1)N(CC(=O)NC1CCCC1)C(=O)c1cccnc1O2
  A: -1	B: -2	C: -70	D: -4	E: 0.0	F: -10	G: -24	H: -1	I: 6

# Copied from the list.
# Reading for COCC(=O)NC1CCN(C(=O)Nc2ccc(Br)cc2)CC1 under tim10-1 inh: 5
# Reading for COc1ccc(C2C3=C(CC(C)(C)CC3=O)Nc3c2c(=O)[nH]c2nc(C)nn32)cc1 (stereo unspecified) under TIM10 inh: -11

# (continued)
# Labels used below – A = TIM10 inh; B = GRIN3A LBD mod; C = APJ antagonist; D = MIN6 prolif; E = MPTP inh; F = tim23-1 inh; G = tim10-1 inh; H = APJ ag; I = NLRP3 yeast inh
Cc1nc2ccc(S(=O)(=O)NCC(=O)NCCN3CCCCC3C)cc2s1 (stereo unspecified)
  A: 8	B: -3	C: 14	D: -1	E: 2.1	F: 15	G: 4	H: -4	I: -2

O=C1CCCN2N=C(SCC(=O)Nc3nccs3)SC2=N1
  A: 6	B: -4	C: -2	D: -2	E: -1.5	F: 2	G: -11	H: -4	I: 15

CC(=O)c1sc2nsc(SCCN3CCOCC3)c2c1N
  A: 4	B: 6	C: -8	D: 4	E: 2.0	F: -6	G: 9	H: 4	I: 0

COc1cc(S(=O)(=O)NCCCN2CCOCC2)ccc1-n1cnnn1
  A: -15	B: 0	C: -13	D: -4	E: -1.4	F: 11	G: 2	H: -5	I: -1

CCOC(=O)N1CCC(n2c(SCC(=O)OCc3ccccc3)nc3ccsc3c2=O)CC1
  A: 15	B: -2	C: 37	D: -2	E: -0.8	F: 30	G: 24	H: -2	I: -3

CC(=O)c1ccc(NC(=O)COC(=O)CCC2CCCC2)cc1
  A: 6	B: 6	C: 4	D: 1	E: -0.9	F: 19	G: 10	H: 0	I: 0

S=C(NCc1cccc(Cl)c1)NCc1ccco1
  A: 4	B: -1	C: -36	D: -4	E: 0.5	F: 5	G: 22	H: 10	I: 15

CCOC(=O)N1CCN(C(c2ccc(C(C)C)cc2)c2sc3nc(C)nn3c2O)CC1 (stereo unspecified)
  A: 1	B: -2	C: 6	D: -2	E: -1.5	F: -3	G: 17	H: -5	I: -7

CCOc1ccccc1-n1c(SCC(N)=O)nnc1-c1cccnc1
  A: -1	B: 0	C: -5	D: -3	E: -6.4	F: 13	G: 15	H: -1	I: 10

O=C(O)c1ccc(NC(=O)C2CCCCC2)cc1
  A: 1	B: 2	C: 15	D: -3	E: 0.6	F: 9	G: 2	H: -2	I: 1

N#Cc1c(C(F)(F)F)cc(C2CC2)[nH]c1=O
  A: -2	B: 0	C: -11	D: -1	E: 0.3	F: 10	G: 7	H: 0	I: -9

O=C(OCN1C(=O)c2ccccc2C1=O)c1cccs1
  A: 14	B: 2	C: 11	D: 1	E: -2.3	F: -8	G: -4	H: -2	I: 8

COC(=O)CCC(=O)OC1(C)C(=O)C=C2C=C(C3CC3)N(C3CCCC3)C=C2C1=O (stereo unspecified)
  A: 9	B: 0	C: -14	D: -2	E: 0.7	F: 8	G: 4	H: 31	I: 8

CCOC(=O)c1ccc(NC(=O)CSc2nc(=O)n3cccc(C)c3n2)cc1
  A: -6	B: -2	C: 6	D: -1	E: 3.3	F: 52*	G: 22	H: 0	I: -8

COC(=O)[C@H](CCSC)NC(=O)NCc1ccccn1
  A: -21	B: 4	C: 6	D: 0	E: -1.5	F: -13	G: 3	H: -3	I: 10

COc1ccc(C(=O)/C=C/Nc2ccc([N+](=O)[O-])cc2C)cc1OC
  A: -1	B: -1	C: -7	D: -5	E: -0.2	F: 13	G: 19	H: -2	I: 13

COC(=O)CCCC(=O)NC1CCCN(C2Cc3ccccc3C2)C1 (stereo unspecified)
  A: -4	B: -1	C: -21	D: -3	E: -1.6	F: -5	G: -11	H: -3	I: 5

COc1ccc(Br)c(C(=O)Nc2nc3ccccc3[nH]2)c1
  A: -4	B: 1	C: -9	D: -2	E: -1.3	F: 0	G: 15	H: 0	I: 13

Cc1cc(C)cc(Nc2ncnc3nc[nH]c23)c1
  A: 2	B: 0	C: -7	D: 2	E: 0.6	F: 2	G: -2	H: -2	I: -15

O=C(NCCN1CCN(c2ccccc2Cl)CC1)Nc1ccccc1
  A: -8	B: 2	C: 13	D: 0	E: 0.2	F: -10	G: -2	H: -2	I: 31

CCOc1ccc(C(=O)Nc2cc(C)on2)cc1OCC
  A: -3	B: 1	C: 4	D: 0	E: -0.8	F: -3	G: 3	H: -2	I: 10

Oc1ccc(C[C@@H]2CNC(=S)N2CCCCC2CCCCC2)cc1
  A: 40*	B: 0	C: -46	D: -8	E: 2.1	F: 38	G: 53*	H: -1	I: 8

Cc1nc2c(c(=O)c3ccccc3n2C)c(=O)n1C1CCCCCC1
  A: 3	B: -1	C: 20	D: 4	E: 2.6	F: 24	G: -8	H: -2	I: 31

CCOC(=O)C1CCCN(C(=O)c2ccc(C)cc2O)C1 (stereo unspecified)
  A: 7	B: 1	C: -9	D: -3	E: 1.4	F: 16	G: 8	H: 1	I: -2

COc1cc(C(=O)Nc2ccc(S(=O)(=O)N3CCc4ccccc43)cc2)cc(OC)c1OC
  A: 18	B: -3	C: 0	D: -5	E: 5.9	F: 19	G: 32	H: -1	I: 11

COc1ccc(S(=O)(=O)N2CCOCC2)cc1NC(=O)COC(=O)CCOc1ccc(C)cc1
  A: 1	B: 2	C: -43	D: -2	E: 0.4	F: 13	G: 12	H: 3	I: 3

CC(C)OCCCNC(=O)c1cccs1
  A: -5	B: 0	C: -13	D: 0	E: -0.8	F: 14	G: 5	H: 3	I: -12

CC(=O)c1cccc(NC(=O)N2CCCC2C(=O)NCc2ccc(F)cc2)c1 (stereo unspecified)
  A: -2	B: -1	C: 4	D: -1	E: 0.6	F: 6	G: 10	H: 0	I: 8

CC(C)N1CCC(=NNc2ccc([N+](=O)[O-])cc2S(=O)(=O)N2CCOCC2)CC1
  A: 17	B: 0	C: -3	D: -2	E: 3.6	F: -7	G: 7	H: 3	I: 8

Cc1ccccc1S(=O)(=O)/N=C(/Nc1nc2ccccc2s1)c1ccccc1
  A: 3	B: 1	C: -7	D: -5	E: 27	F: 0	G: 3	H: -1	I: -2

Cc1ccc2oc(-c3cccc(NC(=O)/C=C/c4cccc([N+](=O)[O-])c4)c3C)nc2c1
  A: -12	B: 17*	C: 7	D: 0	E: 10	F: -9	G: 18	H: 2	I: 19

O=C(O)c1ccccc1NCc1ccncc1
  A: -10	B: -1	C: -7	D: -3	E: -2.4	F: 0	G: 5	H: -1	I: 14

O=C(N/C(=C/c1ccc(Br)cc1)C(=O)N1CCCCC1)c1ccccc1F
  A: 16	B: -1	C: 17	D: 7	E: -1.3	F: 37	G: 32	H: -6	I: 19

COc1cccc(CNC(=O)CCCn2nc(C)c3c(C)n(-c4ccc(C)cc4)nc3c2=O)c1OC
  A: 16	B: -3	C: 2	D: -5	E: -1.1	F: 32	G: 45*	H: -1	I: -3

Cn1cccc1C1(C(F)(F)F)NCCNC1=O (stereo unspecified)
  A: -11	B: -1	C: -7	D: -2	E: 7.5	F: 7	G: 5	H: -3	I: 15
